# mHTT-CaM PPI inh: inhibitors of human mutant huntingtin-calmodulin interaction; inhibition, % at 15 µM; AlphaScreen His-mHTT/GST-CaM binding, luminescence; 3.6% of 190,000 active;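 further: 0% = both proteins with DMSO and 100% = one protein alone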
# Pf apPOL inh: Pf-apPOL DNA polymerase inhibition | inhibition, % at 10 µM | AID 1794808 | Recombinant Pf-apPOL, molecular beacon fluorescence, 1.5 h | 0.25% of 210,000 active
# Active calls of the source: *; i = inactive; x = not tested or not shown; & = joins results of further samples. No stated cut-off is given here; in the data, active means inhibition above about 50%; inactive means the rest.
# Start of the data: the first six entries, to show the layout:
no. | Molecule | mHTT-CaM PPI inh | Pf apPOL inh
1 | Cc1ccc(N2CCN(C(=O)C3CCCC3)C(C)C2=O)cc1Cl (centres undefined) | 4 | -6
2 | O=C(c1c(F)cccc1F)N1CCN(c2ccc([N+](=O)[O-])cc2F)CC1 | 9 | 2
3 | Nc1cccc(NC(=O)C23CC4CC(CC(C4)C2)C3)c1 | 6 | 0
4 | O=C(Cc1ccccc1)N1CCCCC1c1nc(-c2cnccn2)no1 (centres undefined) | 1 | -5
5 | N#Cc1ccc(Oc2n[nH]c(=O)c3ccccc23)c([N+](=O)[O-])c1 | -1 | -6
6 | Cc1cccc(OCC(=O)Nc2nccs2)c1C | -2 | 0

# The whole of this part, from the start:
no. | Molecule | mHTT-CaM PPI inh | Pf apPOL inh
1 | Cc1ccc(N2CCN(C(=O)C3CCCC3)C(C)C2=O)cc1Cl (centres undefined) | 4 | -6
2 | O=C(c1c(F)cccc1F)N1CCN(c2ccc([N+](=O)[O-])cc2F)CC1 | 9 | 2
3 | Nc1cccc(NC(=O)C23CC4CC(CC(C4)C2)C3)c1 | 6 | 0
4 | O=C(Cc1ccccc1)N1CCCCC1c1nc(-c2cnccn2)no1 (centres undefined) | 1 | -5
5 | N#Cc1ccc(Oc2n[nH]c(=O)c3ccccc23)c([N+](=O)[O-])c1 | -1 | -6
6 | Cc1cccc(OCC(=O)Nc2nccs2)c1C | -2 | 0
7 | CC(C)N(CCCNC(=O)C1CCCN(S(=O)(=O)N2CCCC2)C1)Cc1ccccc1 (centres undefined) | -4 | -12
8 | CSc1ccc(CN2CCN(c3ncccn3)CC2)cc1 | 1 | -6
9 | Cc1ccc(C)n1-n1c(C)nc2sc(-c3ccccc3)cc2c1=O | 41 | -4
10 | O=C(CCCSc1ccc(NC(=O)C2CC2)nn1)NCc1ccccc1Cl | -14 | -6
11 | O=C(CNS(=O)(=O)c1ccc2c(c1)OCCO2)N1CCOC(c2ccccc2)C1 (centres undefined) | -3 | 1
12 | CCCc1noc(-c2cccnc2N2CCCN(Cc3cc(F)cc(F)c3)CC2)n1 | -52 | -4
13 | CCOCCCNC(=O)c1cccc(C2CCCN(C(=O)c3ccc(OC)cc3)C2)c1 (centres undefined) | 3 | 2
14 | O=C1CC(NC(=O)COc2ccc(F)cc2)CN1 (centres undefined) | -10 | -1
15 | Cc1ccc(-c2c(C(=O)NC3CCCC3)oc(=O)c3ccccc23)cc1 | -5 | -6
16 | CC(C)CC(=O)N1CCCC(c2ccnc(Nc3cccc(F)c3)n2)C1 (centres undefined) | 31 | -4
17 | O=[N+]([O-])c1ccc(S(=O)(=O)NCC2CCCO2)cc1 (centres undefined) | -2 | -1
18 | CC(=O)N1CCN(c2nc3c(s2)CC(C(=O)Nc2ccc(F)c(Cl)c2)CC3)CC1 (centres undefined) | 45 | -5
19 | COc1ccc(-c2noc(C3CCCN3C(=O)Nc3cccc(SC)c3)n2)cc1 (centres undefined) | 6 | -3
20 | Cc1ccc(NC(=O)c2cccc(Cl)c2)c(Br)c1 | -14 | -2
21 | Cc1ccccc1NC(=O)C12CC3CC(C1)CC(C(=O)Nc1ccccc1C)(C3)C2 | 3 | -8
22 | Cc1cc(C)cc(N2CCN(C(=O)c3ccc(Cl)cc3Cl)C(C)C2=O)c1 (centres undefined) | 19 | -4
23 | Cc1noc(C2CCCCN2C(=O)c2cccc3[nH]ccc23)n1 (centres undefined) | 8 | -10
24 | COc1ccc(Cn2cccc2-c2nc(C)no2)cc1F | -25 | -2
25 | Cc1sc(NC(=O)c2ccc(N3C(=O)CCC3=O)cc2)c(C#N)c1C | -3 | 13
26 | Cc1ccc(NS(=O)(=O)c2cc3n(c2)CCN(C)C3=O)cc1F | -3 | -1
27 | O=C(NCc1ccccc1)C1CCN(c2nc3cc(Cl)ccc3s2)CC1 | -3 | -7
28 | CC(C)(C)c1cc(C(=O)Nc2cccc(C#N)c2)nc2ccnn12 | -9 | -4
29 | CC(C)C(=O)Nc1c2c(nn1-c1cccc(Cl)c1)CS(=O)C2 (centres undefined) | 3 | -3
30 | Cc1ccc(C)c(-c2nnc(NC(=O)c3nc4ccccc4s3)o2)c1 | -1 | -78

# A different layout for 6 compounds above.
30: Cc1ccc(C)c(-c2nnc(NC(=O)c3nc4ccccc4s3)o2)c1
24: COc1ccc(Cn2cccc2-c2nc(C)no2)cc1F
20: Cc1ccc(NC(=O)c2cccc(Cl)c2)c(Br)c1
16: CC(C)CC(=O)N1CCCC(c2ccnc(Nc3cccc(F)c3)n2)C1 (centres undefined)
27: O=C(NCc1ccccc1)C1CCN(c2nc3cc(Cl)ccc3s2)CC1
21: Cc1ccccc1NC(=O)C12CC3CC(C1)CC(C(=O)Nc1ccccc1C)(C3)C2
assay / compound,30,24,20,16,27,21
mHTT-CaM PPI inh,-1,-25,-14,31,-3,3
Pf apPOL inh,-78,-2,-2,-4,-7,-8

# Next part
no. | Molecule | mHTT-CaM PPI inh | Pf apPOL inh
31 | CC12CN(C(C)(C)C)CC(C)(CN(C(C)(C)C)C1)C2=O | 0 | 4
32 | Cc1ccc(Cn2cnc3c2c(=O)n(CC2CC2)c(=O)n3-c2ccccc2)cc1 | -5 | 3
33 | O=c1nc(/C=C/c2ccc(Br)cc2)cc(C(F)(F)F)[nH]1 | 8 | -2
34 | COc1ccc(C2CC(C(F)(F)F)n3nc(C(=O)N4CCCCCC4)c(Cl)c3N2)cc1 (centres undefined) | 34 | -4
35 | CCCN1CCN(C(=O)C2CCN(c3nnc(-c4ccc(OC)cc4)o3)CC2)CC1 | -5 | 1
36 | O=C(CN1C(=O)CCCc2ccccc21)NCCc1ccccc1 | -5 | -2
37 | CCCn1cc(C2=CCN(S(=O)(=O)c3cc(OC)ccc3OC)CC2)c2cccnc21 | 29 | -1
38 | CC(=O)N1c2ccccc2NC2=C(C(=O)CC(c3ccccc3)C2)C1c1cccc([N+](=O)[O-])c1 (centres undefined) | 9 | -154
39 | COc1ccc(F)cc1-c1cncc(C(=O)NCc2ccc(F)cc2)c1 | 3 | -2
40 | CCOc1ccccc1NC(=O)c1cc(C)n(CCN(C)C)c1C | 23 | 1
41 | Cc1cc(C)nc(NC(=O)CSc2nnc3sc4ccccc4n23)n1 | -5 | 6
42 | CC(C)(C)C1C/C(=C\c2cccnc2)C(=O)/C(=C/c2cccnc2)C1 (centres undefined) | 14 | -1
43 | N#Cc1cc2c(=O)n3ccccc3nc2n(Cc2ccco2)c1=N | -7&-4 | 2
44 | NNC(=O)c1ccc(Br)cc1 | -8 | 2
45 | COc1ccc(S(=O)(=O)NCCSC(C)(C)C)cc1Br | -10 | -10
46 | CCC(=O)Oc1ccc2c(c1)OC(=Cc1ccc(OC)cc1OC)C2=O | 2 | -1
47 | Cc1ccc(C(=O)NCCCn2ccnc2)o1 | -2 | -10
48 | O=C(Cn1ccc2sccc2c1=O)Nc1ccc(Cl)cc1F | -1 | -2
49 | CCc1ccccc1-n1ccn(CC(=O)Nc2ccc(OC)c(Cl)c2)c(=O)c1=O | 1 | 8
50 | Cc1nnsc1C(=O)N1CCN(c2ccc([N+](=O)[O-])cc2-n2c(C)ccc2C)CC1 | x | 6
51 | CCc1cc2c(=O)c(-c3ccc4c(c3)OCCO4)coc2cc1OCC(=O)O | 4 | 18
52 | CC(=O)N1c2c(cc(Br)cc2S(=O)(=O)N(C)c2cc(C)ccc2C)CC1C (centres undefined) | 12 | -12
53 | CCc1c(C)nc2cc(-c3ccc(Br)cc3)[nH]n2c1=O | -1 | -9
54 | COc1ccc(C)cc1NC(=O)C1CCN(c2cc(N3CCSCC3)ncn2)CC1 | 5 | -6
55 | Nc1ccc(Oc2cccc(Oc3ccc(N)cc3)c2)cc1 | 52* | -18&-12
56 | COc1ccc(NC(=O)O/N=C/c2ccncc2)cc1 | i | -3
57 | COc1cn2c(cc1=O)C(=O)N(CCNC(=O)c1ccc(N3C(=O)CCC3=O)cc1)CC2 | -9 | -2
58 | O=c1c(-c2ccc(Cl)cc2)coc2cc(OC3OC(CO)C(O)C(O)C3O)ccc12 (centres undefined) | 4 | -120
59 | CC(CCc1ccccc1)NC(=O)Cc1ccc(Cl)cc1 (centres undefined) | -4 | 4
60 | COc1ccc(OC)c(C2CC(c3ccc(I)cc3)Nc3nnnn32)c1 (centres undefined) | 38 | -7
61 | CCCCCNC(=O)C1CCN(c2ncccc2-c2nc(-c3ccc(C)cc3)no2)CC1 | -9 | -5
62 | CCC(=O)c1ccc(OCCN2CCOCC2)cc1 | 1 | -8
63 | CNC(=O)N1CCCN(C2CCN(Cc3ccccc3)C2=O)CC1 (centres undefined) | -1 | 2
64 | COc1ccc(OC)c2c(N3CCCCC3)cc(C(F)(F)F)nc12 | -3 | -6
65 | COc1ccc(OC)c(CNc2sc3c(c2C(=O)Nc2cc(OC)ccc2OC)CCC3)c1 | 66* | -16
66 | Cc1cc2nc(C)c(-c3ccccc3)c(N)n2n1 | 2 | -3
67 | Cc1cc(C(F)(F)F)nn1CC(=O)N1CCCC1c1ccc(Cl)cc1 (centres undefined) | -2 | -5
68 | CC1=C(C(=O)Nc2ccccn2)C(c2ccc(N(C)C)cc2)n2ncnc2N1 (centres undefined) | 4 | -3
69 | CCCCCCC(=O)c1ccc(Br)cc1 | x | -12
70 | CCOc1ccc(/C=C(\C#N)c2[nH]nc(N)c2C#N)cc1OCC | 17 | 4
71 | CCCc1c(C(=O)N2CCN(C(C)=O)CC2)cnn1-c1ccc(Cl)c(Cl)c1 | 47 | -6
72 | CC(=O)N1N=C(c2ccc(Cl)c(Cl)c2)OC12CCCC2 | -13 | -8
73 | CCOc1ccc(S(=O)(=O)Nc2nc3ccccc3s2)c2cccnc12 | 9 | 0
74 | COC(=O)C[n+]1c(N)sc2cc(C(=O)OC)ccc21 | -8 | 0
75 | CC1=C(C)CC(C(=O)c2ccc(C)cc2)C(C(=O)O)C1 (centres undefined) | -1 | -11
76 | Cc1[nH]c(=O)[nH]c(=O)c1S(=O)(=O)NC1=NCCS1 | 3 | -1
77 | O=C(NCCC1=CCCCC1)Nc1ccc(OC(F)(F)F)cc1 | x | -13
78 | O=[N+]([O-])c1ccc(O)cc1CN1CCN(C/C=C/c2ccccc2)CC1 | 35 | 3
79 | COc1cccc(C(=O)Nc2ccccc2C2CC2)c1 | 16 | -4
80 | COc1ccc(NC(=O)C2(c3ccccc3)CC2(Cl)Cl)c(OC)c1 (centres undefined) | -20 | -1
81 | COCCCNC(=O)CC1CCN(S(=O)(=O)c2ccc(Cl)s2)CC1 | -2 | 6
82 | NC(Cc1cccc2ccccc12)=NOC(=O)c1ccc(Cl)cc1 | x | 2&3
83 | COC(=O)c1ccc(COc2ccc3oc(=O)c(-c4ccc(OC)cc4)c(C)c3c2)cc1 | -1 | -6
84 | CC1CCCCN1CC(O)COCC12CC3CC(CC(C3)C1)C2 (centres undefined) | 0 | -5
85 | Cn1c(SCc2ccccc2)nnc1C(O)c1ccccc1 (centres undefined) | -1 | -1
86 | OC1CCCN(Cc2ccccc2)C1 (centres undefined) | -4 | -7
87 | CC(=O)Nc1ccc(C)cc1N=Cc1ccncc1 | x | -10
88 | CCOC(=O)c1ccccc1NC(=O)Cn1c(-c2ccc(C)cc2)ncc(C#N)c1=O | -7 | -8
89 | C/C=C/C=C/C(=O)Nc1ccc(-c2ccc(NC(=O)/C=C/C=C/C)c(C(=O)O)c2)cc1C(=O)O | 8 | -8
90 | C=CCSc1nc2sc3c(c2c(=O)[nH]1)CC(C)(C)OC3 | 0 | 3

# Screen by screen, as entered above:
# Pf apPOL inh, nos. 79 to 82: -4, -1, 6, 2&3

# (listing goes on)
no. | Molecule | mHTT-CaM PPI inh | Pf apPOL inh
91 | Cn1c(SCc2ccc(F)cc2)nnc1-c1oc2nc(-c3ccccc3)cc(-c3ccco3)c2c1N | x | -12
92 | C#CC(C)(CC)OCC(O)CN1CCC(C(=O)OCC)CC1 (centres undefined) | -5 | -2
93 | O=C(CSCc1csc2ccccc12)NCc1ccc2c(c1)OCO2 | x | -7
94 | CSc1nc2ccccc2c(=O)n1N | 2 | -6
95 | Cc1ccc(N2CCCS2(=O)=O)cc1NC(=O)Nc1ccc(Cl)c(Cl)c1 | -3 | -7
96 | Cc1cccc(NC(=O)Nc2ccc3c(c2)N(S(C)(=O)=O)CC3)c1 | 1 | -1
97 | CC(=O)NCc1csc(C2CCCN(C(=O)c3cc(F)ccc3Cl)C2)n1 (centres undefined) | 1 | -1

# Numbers 91 to 92 from above:
no. | Molecule | mHTT-CaM PPI inh | Pf apPOL inh
91 | Cn1c(SCc2ccc(F)cc2)nnc1-c1oc2nc(-c3ccccc3)cc(-c3ccco3)c2c1N | x | -12
92 | C#CC(C)(CC)OCC(O)CN1CCC(C(=O)OCC)CC1 (centres undefined) | -5 | -2
